All columns: NCI-60 one-dose screen, growth in % after 48 h at 10 µM unless noted; 100 = growth as untreated, 0 = no growth, -100 = all killed.
EKVX – EKVX NSCLC; 3% of 71,000 active; AID 1794765
HOP-92 – HOP-92 NSCLC cells | 6.3% of 71,000 active
SK-MEL-28 – SK-MEL-28 melanoma. 4.1% of 81,000 active
SK-MEL-2 – SK-MEL-2 melanoma | AID 1794763 | 4.7% of 77,000 active
M14 – M14 melanoma. 6.2% of 80,000 active. AID 1794745
A549/ATCC – A549/ATCC NSCLC; 3.7% of 81,000 active; AID 1794740
SK-MEL-5 – SK-MEL-5 melanoma; AID 1794755; 6.4% of 80,000 active
HOP-62 – HOP-62 NSCLC. 3.9% of 80,000 active
* hit, by the source's call; . = no result given; & = joins results of further samples. How the source made its calls: active means growth percent below 10; inactive means the rest.

SMILES	EKVX	HOP-92	SK-MEL-28	SK-MEL-2	M14	A549/ATCC	SK-MEL-5	HOP-62
COc1cccc(C(=O)CSc2nc(-c3ccc(OCc4ccccc4)c(OC)c3)c(C#N)c(=O)[nH]2)c1	97	.	96	92	99	98	99	92
CC(C)C[C@H](NC(=O)Cn1ccccc1=O)B(O)O	.	100	69	85	101	97	91	100
COc1ccc(CCN2C(CC(=O)c3ccccc3)CCCC2CC(=O)c2ccccc2)cc1 (stereo unspecified)	104	77	105	102	100	105	97	96
CCOC(=O)c1c2c(c(C)n1C)-c1nn(C)cc1CC2	46	85	138	114	.	96	89	77
COc1cc(CNC(=O)/C=C/c2ccc3c(c2)OCO3)ccc1O	95	84	105	106	98	93	101	107
CCOC(=O)c1c(C)oc2ncnc(N3CCN(C(=O)Nc4ccccc4)CC3)c12	82	82	98	104	91	91	94	81
O=C(O)c1ccc(NC(=S)NC(=O)c2ccc(Br)cc2)cc1	71	85	96	120	101	87	82	92
O=c1c2c3c(sc2n2c(CCl)nnc2n1Cc1ccccc1)CCCC3	-35*	-82*	-100*	-83*	-50*	28	-96*	55
CCC(C)N(CCNc1cc(OC)cc2cccnc12)CCC(C)C (stereo unspecified)	92	88	100	90	82	62	95	62
N#Cc1ccc(-c2ccc3[nH]c(=O)nc(-c4ccccc4)c3c2)cc1	99	107	113	97	108	81	92	80
OC[C@H]1COC[C@@H](CI)O1	.	86	101	105	102	99	98	112
COC(=O)c1ccc(-c2c(-c3ccccc3)c(F)c3oc(C(=O)OC)c(N)c3c2-c2ccccc2)cc1	90	85	99	100	98	99	99	94
CN1CCN(C(=O)C(C)(C)c2ccc(C(=O)Nc3cn4cc(-c5ccncc5)ccc4n3)cc2)CC1	18	3.0*	7.3*	-27*	13	10	-98*	4.1*
O=C(Nc1cccc2ncccc12)c1sc2ccccc2c1Cl	57	84	100	103	99	103	92	102
O=C(O)COc1ccc(/C=C2/SC(=S)N(c3ccccc3)C2=O)cc1	95	93	118	100	102	108	110	92
OCC(O)C(O)C(O)C(O)C(SCc1ccccc1)SCc1ccccc1 (stereo unspecified)	101&94	105	118&114	108&102	110&102	103&97	103&100	102&94
NNC(=O)CSc1nc2ccccc2c(=O)n1Cc1ccc(S(N)(=O)=O)cc1	93	143	113	113	109	102	101	96
CN(C)CCOC(=O)Nc1cc(Cl)cc(Cl)c1	.	.	104	.	98	106	99	.
C=C(CBr)[C@@H]1CC[C@]2(COC(C)=O)CC[C@]3(C)[C@H](CC[C@@H]4[C@@]5(C)CC[C@H](OC(C)=O)C(C)(C)[C@@H]5CC[C@]43C)[C@@H]12	97	97	111	90	98	107	103	101
C=CCn1cc(/C=N\N=C2\C(=O)Nc3c(F)cccc32)c2ccccc21	85	102	111	99	94	103	96	115
O=C1/C(=C/C=C/c2ccco2)SC(=S)N1CC(=S)C1CCS(=O)(=O)C1 (stereo unspecified)	102	128	102	101	103	90	105	138
O=C1NCc2c1c1ccccc1[nH]c2=O	75	106	109	.	101	105	98	111
O=C1NC(=O)C(=Cc2cn(CCCn3cc(C=C4C(=O)NC(=O)NC4=O)c4ccccc43)c3ccccc23)C(=O)N1	100	99	135	106	95	99	103	90
O=C(/C(=N/O)S(=O)(=O)c1ccccc1)c1cccs1	.	.	111	.	105	106	.	94
CC(=O)N1C=Cc2ccccc2C1C#N (stereo unspecified)	.	.	113	95	102	104	104	104

The list continues.
SMILES	EKVX	HOP-92	SK-MEL-28	SK-MEL-2	M14	A549/ATCC	SK-MEL-5	HOP-62
CCc1c(Nc2ccccc2Cl)nc(N)[nH]c1=O	93	90	99	98	101	91	91	.
CC(=O)OC1Oc2ccccc2-c2oc3nc(=N)n(C)c-3cc21 (stereo unspecified)	122	99	122	.	99	119	108	92
CCCCN=CC(Cl)(Cl)C(=O)OCC	105	131	118	118	106	101	110	114
COc1ccc(-c2cc(CCCCO)on2)cc1[N+](=O)[O-]	108	110	106	114	110	115	104	103
COc1ccc(/C=N/NC(=O)c2[nH]c3ccc(Br)cc3c2-c2ccccc2)s1	43	52	64	44	6.2*	32	-24*	48
O=c1c2ccccc2ncn1CCc1ccncc1	108	93	101	.	101	97	100	107
C/C(=N/NC(N)=S)c1ccncc1	102	83	121	123	113	96	94	104
CCCC(C)C(C(=O)OCC)C(=O)OCC (stereo unspecified)	109	100	.	133	101	102	110	99
O=C1CCc2ccccc21	.	96	117	97	113	99	106	98
C=CCNC(=S)NN	.	85	104	99	98	70	99	81
Cc1ccc(CC#N)c(-c2c(CC#N)ccc(C)c2C)c1C	95	76&86	100&111	92	92&109	93&86	89&90	107&83
COc1cccc(C2=NN(c3ccc(-c4ccccc4)nn3)C(c3ccc(F)cc3)C2)c1 (stereo unspecified)	91	87	103	105	102	97	98	91
C=CCn1c(SCC(=O)c2ccc(OC)cc2)nnc1-c1c[nH]c2ccccc12	97	83	98	133	102	108	97	94
COc1ccc(Nc2nc3ccccc3nc2/C=C/c2ccccc2)cc1	94	95	103	93	104	104	96	102
COC(=O)c1cc(C(=O)OC)cc([N+](=O)[O-])c1	105	105	108	109	106	88	109	95
CC(=O)Nc1ccc(Sc2ccc([N+](=O)[O-])o2)cc1	76	40	-8.3*	.	12	65	60	68
O=C1NC(=Nc2cccc(C(F)(F)F)c2)S/C1=C\c1cccs1	79	76	105	106	108	95	92	97
NC(=O)c1c(Br)cc(Br)c(NC(=O)CCl)c1Br	97	79	102	95	84	75	95	96
Cc1ccc2c(c1)C[C@@]1(C)c3ccccc3N(C)[C@H]1N2	115	.	97	101	112	101	109	105
COc1cc2c3c(c4c5ccccc5[nH]c4c2c(OC)c1OC)C(=O)N(CCN1CCOCC1)C3=O	91	75	99	74	76	45	55	60
COc1cc(-c2nc(N3CCN(c4ccccc4)CC3)c3ccccc3n2)cc(OC)c1OC	97	111	108	105	98	105	96	96
FC(F)(F)c1cccc(CCC2CCCC2C2CC2)c1 (stereo unspecified)	112	130	108	111	107	106	97	106
CC(=O)Oc1ccc2ccc3ccc(C(C)=O)cc3c2c1	96	69	107	92	97	89	87	101
CC(C)CC(=O)C(C)C(C)C (stereo unspecified)	.	.	117	107	102	96	101	85
Cn1cc[nH]c1=S	109	81	116	117	95	102	94	102

In another format: results already given.
Each structure is followed by: EKVX | HOP-92 | SK-MEL-28 | SK-MEL-2 | M14 | A549/ATCC | SK-MEL-5 | HOP-62
O=c1c2ccccc2ncn1CCc1ccncc1
  108 | 93 | 101 | . | 101 | 97 | 100 | 107
CCc1c(Nc2ccccc2Cl)nc(N)[nH]c1=O
  93 | 90 | 99 | 98 | 101 | 91 | 91 | .
CCCCN=CC(Cl)(Cl)C(=O)OCC
  105 | 131 | 118 | 118 | 106 | 101 | 110 | 114

More results
SMILES	EKVX	HOP-92	SK-MEL-28	SK-MEL-2	M14	A549/ATCC	SK-MEL-5	HOP-62
CCCCCCCCCCCCCCCCCCNC(=S)/N=C\C(C(=O)Nc1ccccc1C)=C(/C)O	100	87	115	107	105	100	99	92
COc1ccc(Cn2cc(C(=O)N=Nc3c(O)[nH]c4ccccc34)nn2)cc1	104	112	104	95	103	98	102	104
CC(S)C(=O)NCC(=O)O (stereo unspecified)	101	85	107	.	101	105	99	128
COC(=O)[C@@H]1Cc2c([nH]c3ccccc23)C(c2cccc(O)c2)N1 (stereo partly specified)	98	89	102	92	92	96	99	93
O=C1CCC(=O)N1N1C(=O)CCC1=O	109	116	109&104	104&133	101&103	97&112	103&137	89&107
COc1ccc(-c2nn(-c3cccc(Cl)c3)cc2-c2c(C#N)c(=O)n3[nH]c(-c4ccc(C)cc4)nc3c2C#N)cc1	38	59	92	46	-11*	51	69	.
N#Cc1oc(-c2ccccc2)nc1CN1CCC(C2(C(F)(F)F)N=N2)CC1	113	110	104	115	100	102	98	95
N#C/C(=C\c1ccc([N+](=O)[O-])cc1)C(=O)c1ccccc1	106	79	125	110	106	103	101	115
Nc1c(C(=O)Nc2ccccc2F)sc2nc3c(cc12)CCC3	.	72	99	108	119	97	99	119
CNCCCOc1c(Br)cc(CCNC(=O)/C(Cc2cc(Br)c(OC)c(Br)c2)=N/O)cc1Br	26	-6.2*	-64*	-55*	-77*	-17*	-90*	-7.8*
COc1cccc(NC(=S)Nc2ccc(O)cc2)c1	100	.	127	109	109	102	105	112
O=C(O)CN1C(=O)CSC1=S	99	98	114	134	101	113	101	106
Cc1ccc2c(Cn3nnc(N)c3C#N)cc(=O)oc2c1	105	99	115	96	102	97	101	102
c1cnc2[nH]cc(-c3nc(-c4ccsc4)cs3)c2c1	43	.	122	102	104	85	82	.
N#Cc1c(-c2cccs2)cc(-c2cnccn2)nc1SCC(=O)N/N=C/c1ccncc1	99	98	112	121	110	107	101	106
O=C(O)c1ccc(Cn2cc(CSc3nc4ccccc4s3)nn2)cc1	94	93	97	99	91	93	101	89
C=CCCCCCCCCC1OCC(C)O1 (stereo unspecified)	98	75	98	104	103	71	103	95
O=C(Nc1ccc(Cl)c([N+](=O)[O-])c1)Nc1nc2ccccc2s1	76	.	99	102	89	27	74	90
N#Cc1cc2c(N)c(C(=O)c3ccc(Cl)cc3)sc2nc1N	.	.	122	121	113	103	100	100
O=C(NCc1ccc(Cl)cc1Cl)C1CCC(=O)N1C(=O)Nc1ccc(-c2ccccc2)cc1 (stereo unspecified)	78	125	94	.	82	77	97	85
Nc1c(-c2nc3ccccc3[nH]2)nnn1-c1ccccc1Cl	.	.	110	91	95	99	95	92
O=c1c2ccccc2nc(COc2ccccc2)n1/N=C/c1ccc(N2CCCCC2)cc1	70	39	89	103	92	64	30	60
COc1cc2cc(Sc3ccc(NC(=O)c4cc(C(F)(F)F)cc(C(F)(F)F)c4)cc3)c(C)nc2cc1OC	104	101	120	96	110	106	105	100
CCC(=O)C(CC)c1ccccc1 (stereo unspecified)	103	91	116	106	105	94	98	85
Cc1ccc(Nc2nc(N)nc(CSc3n[nH]c(N)n3)n2)cc1	96	98	105	108	105	103	103	108

Reprinted at random: 7 compounds from above
SMILES	EKVX	HOP-92	SK-MEL-28	SK-MEL-2	M14	A549/ATCC	SK-MEL-5	HOP-62
CCCCCCCCCCCCCCCCCCNC(=S)/N=C\C(C(=O)Nc1ccccc1C)=C(/C)O	100	87	115	107	105	100	99	92
Cc1ccc2c(Cn3nnc(N)c3C#N)cc(=O)oc2c1	105	99	115	96	102	97	101	102
O=c1c2ccccc2nc(COc2ccccc2)n1/N=C/c1ccc(N2CCCCC2)cc1	70	39	89	103	92	64	30	60
O=C(Nc1ccc(Cl)c([N+](=O)[O-])c1)Nc1nc2ccccc2s1	76	.	99	102	89	27	74	90
C=CCCCCCCCCC1OCC(C)O1 (stereo unspecified)	98	75	98	104	103	71	103	95
COc1cccc(NC(=S)Nc2ccc(O)cc2)c1	100	.	127	109	109	102	105	112
O=C(O)c1ccc(Cn2cc(CSc3nc4ccccc4s3)nn2)cc1	94	93	97	99	91	93	101	89

Going on with the list.
SMILES	EKVX	HOP-92	SK-MEL-28	SK-MEL-2	M14	A549/ATCC	SK-MEL-5	HOP-62
c1ccc(CNCCN(CCNCc2ccccn2)Cc2ccc3ccccc3c2)nc1	15	-7.7*	5.0*	9.5*	-49*	-14*	-43*	-17*
COc1ccc(-c2nc(N=Nc3c(O)[nH]c4ccccc34)[nH]c(=O)c2C#N)cc1OC	102	105	121	100	105	111	.	94
O=C(Cc1ccccc1)Nc1nnc(NC2CCN(c3nnc(NC(=O)CC4CC4)s3)CC2)s1	84	110	97	124	85	34	97	79
COc1ccc(-c2nn(-c3ccccc3)cc2/C=C2\SC(=O)NC2=S)cc1	106&94	103&94	100&110	109&100	108&105	102&97	98&95	106&102
O=c1c2cc(F)ccc2sc2c(NCCCO)nc3ccccc3c12	68	90	116	97	93	85	97	86
C=C1CCC2C3(C)COC(c4cccs4)OC3CCC2(C)C1C/C=C1/C(=O)OCC1O (stereo unspecified)	103	108	115	109	97	102	100	106
O=C1CCC(Nc2ccccc2)N1 (stereo unspecified)	94	94	111	114	96	106	100	108
CCOC(=O)CC/C(C)=N\Nc1ccc([N+](=O)[O-])cc1	52	90	100	59	29	24	54	63
CC12CCCCC13NC(=O)C2(C#N)C(C#N)=C(Cl)N3 (stereo unspecified)	86	113	110	110	94	102	112	97
Cc1ccc(-c2csc(C3=C(O)CN(NC(=O)c4ccoc4C)C3=N)n2)cc1	99	56	127	121	98	102	108	91
CN1CCN(CCO)CC1	102	93	112	108	98	92	102	109
CC(C)C[C@@H]1NC(=O)[C@H](Cc2c[nH]c3ccccc23)NC(=O)[C@H](CO)NC(=O)[C@H](CCCNC(=N)N)NC(=O)[C@H](CC(C)C)NC(=O)[C@H](CCCNC(=N)N)NC(=O)[C@H](Cc2ccc(O)cc2)NC(=O)[C@H](Cc2ccc(O)cc2)NC(=O)[C@H](CO)NC(=O)[C@@H]2CCCN2C(=O)CNC(=O)[C@H](CC(N)=O)NC(=O)[C@@H](Cc2ccc(O)cc2)NC(=O)CSC[C@@H](C(N)=O)NC(=O)[C@H](CO)NC(=O)[C@H](CO)NC1=O	98	103	121	104	109	101	104	107
C/C(=N\NC(N)=O)C1=C(O)C(C(C)C)NC1=O (stereo unspecified)	114	.	102	100	98	100	.	100
CCOC(=O)c1cnn2c1N(C(C)=O)C(c1ccccc1)C2 (stereo unspecified)	110	107	97	98	98	98	110	99
COC(=O)c1nc(N)nc(C(=O)OC)c1C(=O)c1cccc([N+](=O)[O-])c1	100	107	120	112	103	118	105	103
